# mIAP block: blocks mouse intestinal alkaline phosphatase | purified mouse IAP, CDP-Star luminescence, 30 min | inhibition, % at 10 µM | AID 2806 | actives 0.2% (n = 330,000);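 active means inhibition of at least 40% at 10 µM in the primary screen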;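 further: plate controls were DMSO with enzyme for no effect and no enzyme wells for full effect; values of inactives mirror those of a sister screen read the other way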
# APOBEC3G inh: inhibitors of human APOBEC3G DNA deaminase | Q9HC16 | recombinant A3G, ssDNA deamination FAM/TAMRA fluorescence | inhibition, % at 20 µM | actives 0.28% (n = 330,000);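 active means inhibition of at least 40% at 20 µM, with no more than 30% in the related APOBEC3A deaminase screen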;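 further: plate controls were DMSO wells with A3G for no effect and wells lacking A3G enzyme for full effect; some compounds called inactive have numbers as strong as hits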
# Target sequence (Q9HC16 whole entry, looked up): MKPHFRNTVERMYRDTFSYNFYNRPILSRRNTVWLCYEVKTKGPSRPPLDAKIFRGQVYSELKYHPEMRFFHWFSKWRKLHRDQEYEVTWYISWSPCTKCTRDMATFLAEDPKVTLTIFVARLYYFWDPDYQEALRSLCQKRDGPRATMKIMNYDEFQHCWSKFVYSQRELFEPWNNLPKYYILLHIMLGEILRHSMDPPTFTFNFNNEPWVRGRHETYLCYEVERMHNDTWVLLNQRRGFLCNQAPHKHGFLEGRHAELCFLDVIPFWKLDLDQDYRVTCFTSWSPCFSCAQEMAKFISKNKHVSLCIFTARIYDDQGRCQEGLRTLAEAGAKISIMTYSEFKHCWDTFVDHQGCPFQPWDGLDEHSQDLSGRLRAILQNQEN
# APOBEC3A inh: inhibitors of human APOBEC3A DNA deaminase; P31941; recombinant A3A, FAM/TAMRA ssDNA deamination fluorescence; inhibition, % at 20 µM; actives 0.41% (n = 330,000); AID 493011;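 active means at least 40% inhibition at 20 µM here, with at most 30% in a related deaminase screen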;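 further: plate controls were A3A with DMSO for no effect and wells lacking A3A enzyme for full effect; some results filed as inactive read as strong as hits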
# Target sequence (P31941 whole entry, looked up): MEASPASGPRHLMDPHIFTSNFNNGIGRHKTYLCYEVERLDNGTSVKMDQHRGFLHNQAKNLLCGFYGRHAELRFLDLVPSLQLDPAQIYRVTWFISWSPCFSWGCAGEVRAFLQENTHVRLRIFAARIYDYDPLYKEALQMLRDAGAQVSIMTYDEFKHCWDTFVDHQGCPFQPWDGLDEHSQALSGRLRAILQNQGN
# beta cell repl: induces beta-cell replication in MIN6 cells | MIN6 cells proliferation, ATPlite luminescence, 48 h; cells starved in 0.2% serum; 100% = growth in 10% serum | proliferation, % at 10 µM | actives 0.29% (n = 330,000) | AID 2380;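 active means compounds whose signal lies at least 3.5 SD above the mean of all wells on their plate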;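 further: 0% = DMSO-treated cells in low-serum medium and 100% = 10% serum control; some compounds called inactive have numbers as strong as hits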
# NLRP3 yeast inh: NALP3 inhibition in yeast. Yeast reconstituted NLRP3/ASC/caspase-1, beta-gal luminescence, 24 h. inhibition, % at 10 µM. actives 0.39% (n = 330,000). AID 2825;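 active means inhibition of 50% or more; inactive means inhibition below 50%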;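 further: plate controls were induced DMSO wells for no effect and uninduced yeast grown without galactose for full effect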
# mIAP activ: mouse IAP activation; muIAP, CDP-Star luminescence, 30 min; stronger effect = higher value; 1 = vehicle-only enzyme signal, 0 = enzyme-free wells; activation factor at 10 µM; actives 0.24% (n = 330,000); AID 2805;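 active means activation factor of at least 2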; further: the source names both 10 and 20 µM as test concentration; values of inactives mirror those of a sister screen read the other way
#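 also added = chemiluminescent substrate CDP-Star | test system = mouse IAP enzyme | signal = chemiluminescence readout | compound = DMSO-dissolved test compounds | incubation = 30 min at room temperature | benchmarks = DMSO wells, no-enzyme wells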
# hIAP act: increases human intestinal alkaline phosphatase activity | P09923 | purified human IAP, CDP-Star luminescence, 30 min; stronger effect = higher value; 1 = vehicle-only enzyme, 0 = enzyme-free background | activation factor at 10 µM | actives 0.16% (n = 330,000);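 active means activation factor of the enzyme at least 2-fold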; further: the source names both 10 and 20 µM as test concentration; values of inactives mirror those of a sister screen read the other way
# Target sequence (P09923 whole entry, looked up): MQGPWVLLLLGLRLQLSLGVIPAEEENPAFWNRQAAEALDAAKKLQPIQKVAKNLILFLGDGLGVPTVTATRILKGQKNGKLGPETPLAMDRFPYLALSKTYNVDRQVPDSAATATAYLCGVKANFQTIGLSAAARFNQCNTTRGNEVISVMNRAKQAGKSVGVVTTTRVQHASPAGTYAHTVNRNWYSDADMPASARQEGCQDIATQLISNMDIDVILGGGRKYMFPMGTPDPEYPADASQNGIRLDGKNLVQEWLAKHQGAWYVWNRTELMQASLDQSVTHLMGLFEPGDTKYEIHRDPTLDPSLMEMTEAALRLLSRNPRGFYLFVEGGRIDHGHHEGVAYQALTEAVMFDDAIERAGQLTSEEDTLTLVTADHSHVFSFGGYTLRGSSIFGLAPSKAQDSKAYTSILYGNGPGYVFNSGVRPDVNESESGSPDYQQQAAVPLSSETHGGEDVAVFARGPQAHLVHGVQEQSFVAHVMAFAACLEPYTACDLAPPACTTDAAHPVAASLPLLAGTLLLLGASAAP
# hIAP block: blocks human intestinal alkaline phosphatase. purified IAP, CDP-Star luminescence, 30 min. inhibition, % at 10 µM. actives 0.12% (n = 330,000). AID 2544;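 active means inhibition reaching a set limit with compound at 10 µM in the primary screen, cut at about 35% in these data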;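 further: plate controls were DMSO wells with enzyme for no effect and no-enzyme buffer wells for full effect; values of inactives mirror those of a sister screen read the other way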
# SENP1 inh: SENP1 (human) catalytic domain inhibition; Q9P0U3; recombinant SENP1 catalytic domain, CyPet-SUMO1-YPet FRET cleavage; inhibition, % at 10 µM; actives 0.21% (n = 360,000); AID 624204;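 active means inhibition at least 30% at 10 µM, raw YFP signal under a set limit, fluorescence ratio 0.5 to 1.5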;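 further: 0% = enzyme with DMSO and 100% = no enzyme wells; some results filed as inactive read as strong as hits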
#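 System: Recombinant human SENP1 catalytic domain, His6-tagged | Incubation: Enzyme reaction for 50 min at room temperature, dark | Medium: Tris pH 8 with BME, BSA, NP40 and catalase | Also added: 25 nM SUMO1 FRET substrate | Compound: 10 µM single point, 0.5% DMSO | Measured by: FRET fluorescence in CFP and YFP emission channels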
# Starred values were filed as active, the others as inactive; nt = not tested or not shown. An excerpt; rates above refer to the full screens.
1: CCC(NC(=O)c1ccccc1NC(=O)c1ccco1)C(=O)O (configuration not stated)
2: COC(=O)c1ccc2c(=O)n(Cc3ccco3)c(SCC(=O)Nc3ccc(C)c(Cl)c3)nc2c1
3: C[C@H](CO)N1C[C@H](C)[C@@H](CN(C)S(C)(=O)=O)Oc2c(NC(=O)Cc3ccccc3)cccc2C1=O
4: COc1cccc(C(=O)Nc2ccc(Oc3cccc(C(F)(F)F)c3)nc2)c1
5: Cc1ccc(CSCC(=O)N2CCN(c3ccc(F)cc3)CC2)cc1
6: CCCc1ccccc1OCCNC(=O)c1cc(=O)n(C)c(=O)n1C
7: COC(=O)c1c(NC(=O)c2ccnn2C)sc(C)c1C
8: OCCNC(=S)Nc1ccc(Oc2ccccc2)cc1

Compound	1	2	3	4	5	6	7	8
mIAP block	1	18	1	1	8	-13	12	9
APOBEC3G inh	-4	-8	-8	2	-8	0	-1	-4
APOBEC3A inh	0	-4	-5	3	-4	-7	0	0
beta cell repl	-3	-3	3	-3	-1	-2	1	-2
NLRP3 yeast inh	9	9	12	7	20	7	13	31
mIAP activ	0.99	0.82	0.99	0.99	0.92	1.1	0.88	0.91
hIAP act	0.89	1	1.1	1.2	0.91	1.2	1	0.8
hIAP block	11	-4	-8	-20	9	-24	-4	20
SENP1 inh	1	0	2	0	0	0	-1	1

9: O=C(CN1C(=O)NC2(CCSC2)C1=O)NCc1ccccc1 (configuration not stated)
10: O=C(NC1CCCC1)C(Cc1ccccc1)n1cccc1 (configuration not stated)
11: CCc1nn(C(C)C(=O)N(C)Cc2ccccc2)c(=O)c2cc3occc3n12 (configuration not stated)
12: CC[C@@]1(C(=O)OC)N[C@H](CN(C)S(=O)(=O)c2ccc(C(F)(F)F)cc2)[C@@H]2C(=O)N(C)C(=O)[C@@H]21
13: CCCc1cc(=O)[nH]c(N/N=C/C=C\c2ccccc2)n1
14: CNC(=O)COC(=O)/C=C/c1cn(-c2ccccc2)nc1-c1ccc(C)o1
15: CSCCC(NC(=O)c1ccccc1)C(=O)N1CC=C(c2ccccc2)CC1 (configuration not stated)
16: O=S(=O)(c1cccs1)N1CCN(c2ccccc2Cl)CC1

Compound	9	10	11	12	13	14	15	16
mIAP block	-13	14	-2	-7	1	8	2	2
APOBEC3G inh	-9	2	5	-5	-7	-6	3	-2
APOBEC3A inh	84*	3	2	-2	1	3	5	0
beta cell repl	-2	2	-3	-1	-3	-2	1	-4
NLRP3 yeast inh	19	23	13	9	21	28	20	37
mIAP activ	1.1	0.85	1	1.1	0.99	0.92	0.98	0.98
hIAP act	1	0.98	1.1	1.1	1.4	1	1.4	0.97
hIAP block	-3	2	-11	-13	-42	-1	-36	3
SENP1 inh	3	2	-9	3	-2	-3	0	-1

# Another view of some results above.
11. CCc1nn(C(C)C(=O)N(C)Cc2ccccc2)c(=O)c2cc3occc3n12 (configuration not stated)
- mIAP block = -2
- APOBEC3G inh = 5
- APOBEC3A inh = 2
- beta cell repl = -3
- NLRP3 yeast inh = 13
- mIAP activ = 1
- hIAP act = 1.1
- hIAP block = -11
- SENP1 inh = -9
12. CC[C@@]1(C(=O)OC)N[C@H](CN(C)S(=O)(=O)c2ccc(C(F)(F)F)cc2)[C@@H]2C(=O)N(C)C(=O)[C@@H]21
- mIAP block = -7
- APOBEC3G inh = -5
- APOBEC3A inh = -2
- beta cell repl = -1
- NLRP3 yeast inh = 9
- mIAP activ = 1.1
- hIAP act = 1.1
- hIAP block = -13
- SENP1 inh = 3
13. CCCc1cc(=O)[nH]c(N/N=C/C=C\c2ccccc2)n1
- mIAP block = 1
- APOBEC3G inh = -7
- APOBEC3A inh = 1
- beta cell repl = -3
- NLRP3 yeast inh = 21
- mIAP activ = 0.99
- hIAP act = 1.4
- hIAP block = -42
- SENP1 inh = -2
14. CNC(=O)COC(=O)/C=C/c1cn(-c2ccccc2)nc1-c1ccc(C)o1
- mIAP block = 8
- APOBEC3G inh = -6
- APOBEC3A inh = 3
- beta cell repl = -2
- NLRP3 yeast inh = 28
- mIAP activ = 0.92
- hIAP act = 1
- hIAP block = -1
- SENP1 inh = -3

# Later entries.
17: Cc1ccc(N2CC(C(=O)OCC(=O)Nc3cccc(Cl)c3C)CC2=O)cc1 (configuration not stated)
18: Nc1nc(NCCCN2CCOCC2)nc(Nc2cccc(Cl)c2)c1[N+](=O)[O-]
19: CC(C)NC(=O)c1c(CSc2ccc(Cl)cc2)noc1C(=O)NCc1ccccc1
20: CCOC(=O)CON1C(=O)c2ccccc2C1=O
21: CCCNC(=O)CN1C(=O)NC(CC)(c2ccc(F)cc2)C1=O (configuration not stated)
22: Cc1ccsc1CNCc1cc(Cl)ccc1O
23: Cc1cccc(S(=O)(=O)Nc2nc3ccccc3nc2NCc2ccco2)c1
24: Cc1nc2ccccc2c(=O)n1NC(=O)c1c(O)c2c(n(CC(C)C)c1=O)CCCC2

Compound	17	18	19	20	21	22	23	24
mIAP block	4	12	3	9	0	6	21	18
APOBEC3G inh	-1	-3	-6	-2	-4	-5	2	-4
APOBEC3A inh	5	1	-2	-1	-2	-1	7	-2
beta cell repl	0	0	0	3	0	8	0	-6
NLRP3 yeast inh	10	1	20	13	-10	16	10	3
mIAP activ	0.96	0.88	0.97	0.91	0.99	0.94	0.79	0.82
hIAP act	0.88	0.88	0.85	1.1	0.97	0.97	0.85	0.96
hIAP block	12	12	14	-7	3	3	14	4
SENP1 inh	2	-2	2	2	-1	-13	-18	-2

25: Cc1cccc(C)c1NC(=O)CN(C)C(=O)C1CC1C (configuration not stated)
26: COC(=O)N/N=C/c1sc(N2CCCCC2)nc1-c1cccs1
27: Cc1cccc(N(CC(=O)NC2CCCCC2)C(=O)CCC(=O)Nc2ccccn2)c1
28: O=C(CCNc1ccc(Cc2ccncc2)cc1)c1ccc([N+](=O)[O-])cc1
29: OC1(c2nc3ccccc3[nH]2)CCCCC1
30: Cc1oncc1C(=O)NC(C)C
31: COc1ccc(OC)c(-c2csc(NC(=O)CSc3nnnn3C)n2)c1
32: CC(OC(=O)CCc1nc2ccccc2c(=O)[nH]1)C(=O)NCc1ccc2c(c1)OCO2 (configuration not stated)

Compound	25	26	27	28	29	30	31	32
mIAP block	5	23	-6	15	-18	-2	1	4
APOBEC3G inh	-8	-2	-4	3	-7	0	-8	-4
APOBEC3A inh	-4	3	-1	-2	0	0	-1	8
beta cell repl	1	-2	5	-6	-1	-2	-3	0
NLRP3 yeast inh	14	13	7	12	16	7	3	-5
mIAP activ	0.95	0.77	1.1	0.85	1.2	1	0.99	0.96
hIAP act	0.95	0.94	0.81	1.1	1	0.93	1	1.2
hIAP block	5	6	19	-7	-2	7	-4	-23
SENP1 inh	2	-82	nt	4	0	0	-1	-1

33: CC(=O)Nc1ccc(NC(=O)CN2CCN(c3ccccn3)CC2)cc1
34: COc1cccc(C(=O)NNC2=CC(=O)CC(C)(C)C2)c1
35: CCc1nnc(NC(=O)CCS(=O)(=O)Cc2ccccc2)s1
36: COc1ccc(S(=O)(=O)N2CCc3ccccc32)cc1C(=O)N1CCC(C)CC1
37: CCOC(=O)C1=C(N)Oc2cc(O)ccc2C1c1ccc([N+](=O)[O-])cc1 (configuration not stated)
38: CCc1ccccc1N(C(=O)c1snc(C(N)=O)c1N)C(C(=O)NCC1CCCO1)c1c[nH]c2ccccc12 (configuration not stated)
39: Cn1c(=O)oc2cc(S(=O)(=O)Nc3cccc4c3CCCC4)ccc21
40: NC(=O)Nn1c(CCC(=O)O)ccc1-c1ccc(Cl)cc1

Compound	33	34	35	36	37	38	39	40
mIAP block	0	7	0	-2	10	-9	-4	2
APOBEC3G inh	-7	0	-6	2	-8	3	-3	-1
APOBEC3A inh	15	8	-4	2	-3	3	-1	1
beta cell repl	-2	-5	-1	-1	-5	-2	0	0
NLRP3 yeast inh	6	-6	4	6	14	25	10	12
mIAP activ	1	0.93	0.99	1	0.9	1.1	1	0.98
hIAP act	1	0.85	1	1.2	0.9	0.96	1	1.1
hIAP block	-1	15	0	-21	10	4	-4	-15
SENP1 inh	-1	-7	1	0	-41	-12	33*	-1

41: Cn1cccc1/C=N/NC(=O)c1ccc[n+]([O-])c1
42: O=C(O)c1ccc(N2CCCC2=O)cc1
43: COC(=O)CSc1nc2cc3c(cc2cc1C)OCO3
44: Cc1cccc(NC(=O)C2CCCN2C(=O)Oc2ccccc2)c1C (configuration not stated)
45: C[C@@H](C(=O)OCC(=O)c1ccccc1)N1C(=O)C2CCCCC2C1=O (some centres not stated)
46: COc1ccc(-c2sc3ccc(OC)cc3c2-c2ccc(OC)c(F)c2)cc1
47: O=C(NCc1ccccc1)C1CCN(S(=O)(=O)c2ccc(Cl)cc2)CC1
48: CCCCCCn1c(=O)c(C(=O)N/N=C/c2cccc(F)c2)c(O)c2ccccc21

Compound	41	42	43	44	45	46	47	48
mIAP block	-7	0	6	0	-2	0	-3	4
APOBEC3G inh	-3	0	-4	-6	-7	-4	-14	-8
APOBEC3A inh	-1	-1	-3	-3	-3	0	0	-4
beta cell repl	-1	-1	1	3	-5	-5	1	0
NLRP3 yeast inh	5	9	-17	15	7	2	-4	-5
mIAP activ	1.1	1	0.94	1	1	1	1	0.96
hIAP act	1	1.1	0.98	0.99	1	0.99	1.1	1
hIAP block	-4	-14	2	1	0	0	-6	-3
SENP1 inh	2	0	-1	-1	4	-1	-2	-1

49: COc1ccc(CC(=O)Nc2cc(Cl)ccc2C(=O)O)cc1
50: COc1ccc(NC(C)=O)cc1NC(C)C(=O)Nc1ccc(F)cc1 (configuration not stated)
51: O=C(CCN1N=C(c2ccccc2)CCC1=O)NC1CCCC1
52: O=C(Nc1c(-c2ccccc2)nc2sccn12)c1ccccc1
53: COCCn1c(Cc2ccccc2)nnc1SCC(=O)NC(C)(C)C
54: Cc1ccc(CS(=O)(=O)CCC(=O)NCc2ccccc2Cl)cc1
55: Cc1ccc(C(=O)N/C(=C/c2cccs2)C(=O)NCC2CCCO2)cc1 (configuration not stated)
56: Cc1sc(NC(=S)NC(=O)C(C)(C)C)c(C(N)=O)c1C
57: Cc1ccc(S(=O)(=O)N2CCN(C(=O)CC(C)n3nc(C)c(Cl)c3C)CC2)cc1C (configuration not stated)
58: COCCCN1C(=O)C(=O)/C(=C(/O)c2ccc(S(=O)(=O)N3CCOCC3)cc2)C1c1ccc(F)cc1 (configuration not stated)
59: COc1ccccc1NC(=O)C1=C(C)Nc2ncnn2C1c1ccccc1C (configuration not stated)

Compound	49	50	51	52	53	54	55	56	57	58	59
mIAP block	-5	0	9	-4	4	0	4	16	5	4	-2
APOBEC3G inh	-2	-8	-4	-1	-5	0	-6	10	-2	0	-4
APOBEC3A inh	3	-5	-2	-2	-1	1	-5	0	9	-1	1
beta cell repl	-1	-1	4	-3	-3	3	-1	-2	1	-1	-4
NLRP3 yeast inh	17	-3	10	-26	11	16	7	20	11	9	-2
mIAP activ	1.1	1	0.91	1	0.96	1	0.96	0.84	0.95	0.96	1
hIAP act	0.82	0.99	1.1	1	1.3	0.92	1.2	1.1	0.85	0.77	1.1
hIAP block	18	0	-11	-3	-32	8	-16	-8	15	23	-10
SENP1 inh	3	-5	3	1	1	2	-5	-1	3	3	-16

# Screening results (PubChem)
